Bioassay records: PubChem BioAssay, Broad Institute
PGC1a acetyl inh: lowers PGC1a acetylation signal in U2OS cells | AlphaScreen anti-acetyl-lysine; with virally co-expressed GCN5 acetyltransferase | AID 651687 | inhibition, % at 15.6 µM | actives 0.17% (n = 350,000);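 active = every replicate shows inhibition of at least 40%; inconclusive = mean inhibition at least 40% but some replicate below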;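 also: 0% = neutral control wells and 100% = positive control wells; some results beyond the cut were filed as inactive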
Cneo AK release: Cryptococcus neoformans lysis via adenylate kinase release | lysis activity, % at 15 µM | C. neoformans lysis, adenylate kinase release luminescence, 4 h; normalised: neutral wells 0, clomiphene wells 100 | actives 0.2% (n = 360,000);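 active = mean lysis activity across replicates of at least 80%, whatever share of replicates individually reach that level; inactive = mean lysis activity below 80%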
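Assay system: Cryptococcus neoformans yeast cells / Dosing: single-point compound dose / Timing: 4 h at 37 °C static, read 1 h later / Measured by: luminescence of released adenylate kinase using an AK detection reagent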
miR-122 sensor: blocks miR-122 activity in Huh7 sensor cells; Huh7 miR-122 Renilla luciferase sensor, 48 h; neutral wells = 0, positive control = 100; activation (reporter increase), % at 12.5 µM; actives 0.3% (n = 340,000);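 active = mean replicate activation score at least 90 and every replicate individually at or above 90; inconclusive = only one of the two criteria met; inactive = neither criterion met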;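 also: higher luciferase means less miR-122 activity so hits act as miR-122 inhibitors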
* marks the source's active call; other numbers are inactive results; ? = inconclusive; & = joins results of further samples. This is a subset; count on the stated rates, not on these rows.

SMILES | PGC1a acetyl inh | Cneo AK release | miR-122 sensor
Nc1cc(C(=O)O)ccc1N1CCCCCC1 | 1 | 8 | 2
Cc1[nH]n(-c2ccccc2)c(=O)c1/C=N/NC(=O)c1cccc([N+](=O)[O-])c1 | 5 | 0 | 9
Cn1c(OCc2cccnc2)nc2c1c(=O)n(Cc1ccccc1)c(=O)n2C | -4 | 1 | -3
Cc1nc2ccc(F)cc2cc1C(=O)NCC1CCCO1 (stereo not drawn) | 1 | 0 | 0
O=c1c(-c2ccccc2)coc2c(CN3CCOCC3)c(O)ccc12 | 6 | 1 | -36
COc1ccc(OCCSc2nnc(-c3ccoc3C)n2C)cc1 | -5 | -2 | -3
Brc1ccccc1-c1nnc(COc2ncnc3c2cnn3-c2ccccc2)o1 | -3 | 2 | -3
COC(=O)C1=C(N)Oc2cc(C)n(Cc3ccncc3)c(=O)c2C1c1cccnc1 (stereo not drawn) | 2 | 2 | -3
COc1ccc(/C=C/C(=O)N(CC(C)C)CC(C)C)cc1Br | 3 | 2 | -4
Cc1cc(C)c(NC(=O)CCCOC(=O)C2=COCCO2)c(C)c1 | -10 | 3 | 4
COc1cc(/C=C(\C#N)c2nc3ccccc3[nH]2)cc(Br)c1OCc1ccc(F)cc1 | -10 | -1 | 13
COc1ccccc1CNC(=O)CSc1nc(N)c(C#N)c(-c2cccs2)c1C#N | 10 | -3 | -3
COc1ccc(C(=O)COC(=O)c2ccc(NC(C)=O)cc2)cc1[N+](=O)[O-] | 2 | 0 | 11
COc1nc(-c2ccccc2)ccc1-c1noc(-c2cccnc2)n1 | -17 | 2 | -7
Cc1c(Cl)c(C(F)(F)F)nn1CC(=O)NCc1ccccc1 | 10 | -1 | 0
COc1ccc2oc(=O)c(C(=O)NCc3ccc4c(c3)OCO4)cc2c1 | -3 | 0 | 0
CN1CCC(OC(=O)c2cccc(Br)c2)CC1 | -10 | -2 | 32
COC(=O)COc1ccc(S(=O)(=O)NCCC2=CCCCC2)cc1 | 0 | 2 | -1
Cn1nnnc1SCC(=O)Nc1c(Cl)cccc1Cl | -6 | 0 | 3
COc1ccc(OCCNc2cc(N3CCOCC3)ccc2[N+](=O)[O-])cc1 | -20 | -1 | -4
COc1ccc(S(=O)(=O)N(C)CC(=O)Nc2ccccc2SC)cc1 | -15 | -2 | 3
CCOc1ccc2ccccc2c1CNCCN1CCOCC1 | -2 | 2 | 10
CCN(CC)c1ccc(/C=N/Nc2ccccc2)c(O)c1 | -2 | -1 | 13
Cc1n[nH]c(=O)nc1NC(C)c1ccccc1 (stereo not drawn) | 4 | 2 | 2
COc1cccc(OC)c1C(=O)NC(=S)N1CCN(c2ccc(C(F)(F)F)cc2[N+](=O)[O-])CC1 | -13 | 0 | 21
CC(C)c1nnc(SCC(=O)N2CCOCC2)n1C | 2 | 2 | 1
CC1CC=C2C(C#N)=C(N)C(C#N)(C#N)C(c3cccs3)C2C1 (stereo not drawn) | -9 | -1 | 2
COc1cc(C=O)ccc1OCCOCCOc1ccccc1Cl | 1 | 3 | -5
O=C(NC1CCCCNC1=O)c1ccc(Cl)cc1 (stereo not drawn) | -2 | -2 | -2
C(C#CCCCCCCCCC[n+]1ccccc1)#CCCCCCCCCC[n+]1ccccc1 | -1 | 11 | -15&-22
Cn1c(=O)[nH]c2cc(Cl)cnc21 | 7 | -1 | 0
CC1=Nn2c(nnc2-c2ccccc2)SC1 | 5 | 1 | -2
CN(CC(=O)N1CCc2ccccc21)S(=O)(=O)c1cccs1 | 1 | -1 | 2
C=CCNc1ccc(F)c(F)c1N1CCCCCC1=O | 1 | 2 | 1
O=C(COC(=O)c1ccc2c(c1)OCO2)NC1CCS(=O)(=O)C1 (stereo not drawn) | -4 | 4 | 8
CCc1ccc2[nH]c(=O)c(CN(Cc3ccccc3OC)Cc3nnnn3Cc3ccco3)cc2c1 | -7 | -1 | 7
O=S(NC1CCCCC1)C12CC3CC(CC(C3)C1)C2 (stereo not drawn) | -6 | -2 | 7
Cc1cc(Nc2ccccc2)nc(-c2ccccc2O)n1 | -7 | -3 | 2
c1cnc2c(OCc3cn4cccnc4n3)cccc2c1 | 5 | 13 | -5
COC(=O)C(NC(=O)c1ccccc1)c1ccccc1 (stereo not drawn) | 7 | 2 | -1
Cc1cc2ncn(CC(O)COC3CCCCC3)c2cc1C (stereo not drawn) | -7 | 2 | 4
Cc1ccccc1-c1cc(C(=O)Nc2nc3c(s2)CCCC3)c2ccccc2n1 | 9 | 1 | 1
CCOC(=O)C1CCN(C(=O)CN(C)S(=O)(=O)c2cc(C)ccc2OC)CC1 | -1 | 0 | -11
O=C(N1CCOCC1)C(F)(F)C(=O)N1CCOCC1 | -1 | 0 | 1
COc1ccc(N2CCN(CCCNC(=O)CN3CCN(Cc4ccccc4C)C3=O)CC2)cc1 | 13 | 1 | -10
CCOC(=O)C1CCCN(c2nc3ccccc3nc2C(C#N)C(=O)OCC)C1 (stereo not drawn) | -13 | -6 | 3
CCOC(=O)NC(Nc1sc2c(c1C(N)=O)CCCC2)(C(=O)OCC)C(F)(F)F (stereo not drawn) | -6 | 8 | -4
CCOC(=O)Nc1c(C(=O)OC)[nH]c2cc(OC)ccc12 | -14 | -1 | 8
COC(=O)c1ccc(Cl)c(NS(=O)(=O)c2ccc3c(c2)OCCO3)c1 | -9 | 3 | 43
COC(=O)[C@H](Cc1ccccc1)NC(=O)Nc1ccc(C)cc1 | -14 | -4 | -7
CC1CCN(C(=O)Cn2cc(C(=O)C3CC3)c3ccccc32)CC1 | 2 | 3 | 5
CC(c1ccccc1)C1C(C#N)=C(N)OC2=C1C(=O)CCC2 (stereo not drawn) | -5 | 5 | -4
O=C(Nc1ccc(N2CCCCC2)cc1)c1ccc(F)cc1 | 0 | -4 | 0
CC1CCCC(NC(=O)CC2Nc3ccccc3NC2=O)C1C (stereo not drawn) | 9 | 0 | 5
Cc1cc(/C=c2/sc3nc4ccccc4n3c2=O)c(C)n1-c1ccccn1 | 4 | -2 | -2
Cc1ccc(C(=O)Oc2ccccc2C(=O)N2CCOCC2)cc1 | -3 | 1 | -8
COc1cc(-c2nnc(SCC(=O)N3c4ccccc4Sc4ccccc43)o2)cc(OC)c1OC | -11 | -6 | 3
COc1ccc2c(=O)cc(C(F)(F)C(F)(F)F)oc2c1 | 2 | 0 | 3
COc1ccc(C2NC3=C(CCC3)C3(C#N)C(OC)(OC)N=C(N)C23C#N)cc1 (stereo not drawn) | ? | 8 | 4
N#CCCN/N=C(/Cc1nc2ccccc2[nH]1)c1cccc(Cl)c1 | 7 | 1 | 18

As entered above:
In miR-122 sensor, `CCOC(=O)Nc1c(C(=O)OC)[nH]c2cc(OC)ccc12` is listed with 8
In miR-122 sensor, `COc1ccc(N2CCN(CCCNC(=O)CN3CCN(Cc4ccccc4C)C3=O)CC2)cc1` is listed with -10

Continued.
SMILES | PGC1a acetyl inh | Cneo AK release | miR-122 sensor
O=C(O)C1CCCN(S(=O)(=O)c2ccc(F)cc2)C1 (stereo not drawn) | 2 | 1 | 4
CCn1c(SCCOc2ccc(OC)cc2)nnc1C(CO)NC(=O)c1ccc(OC)cc1 (stereo not drawn) | 0 | -1 | 4
CCC(c1nnnn1CCOC)N1CCN(c2cccc(C(F)(F)F)c2)CC1 (stereo not drawn) | 0 | -1 | 0
CC1=C(C#N)CCC(=O)N1Cc1ccc(C)cc1 | 1 | 15 | -6
CCOC(=O)c1csc(NC(=O)CSc2nnnn2-c2cccc(OC)c2)n1 | -5 | 2 | -3
COc1cc2nc(NC(=O)c3ccc(Cl)cc3)[nH]c(=O)c2cc1OC | -15 | 0 | 5
CCOC(=O)Cn1c(-c2cccnc2Cl)nc2ccccc21 | -1 | 1 | -5
O=C(Cn1cccc1C(=O)c1ccccc1)NCc1cccs1 | 10 | 1 | -1
Cc1nc2ccccn2c1/C(O)=C1\C(=O)C(=O)N(CCN(C)C)C1c1cccnc1 (stereo not drawn) | 14 | 0 | 3
COc1ccc(N2C(=O)C(Cl)=C(Oc3cccc(OC)c3)C2=O)cc1 | 1 | -1 | 1
CCC(C)(C)NC(=O)C(c1cccn1C)N(Cc1ccc(OC)cc1)C(=O)Cn1nnc2ccccc21 (stereo not drawn) | -11 | 0 | 51
CCOC(=O)Cc1csc(NC(=O)C2CCCCC2C(=O)O)n1 (stereo not drawn) | 8 | 1 | -3
O=C(NC1CCCC1)c1sc(=S)n2c1[nH]c(=O)c1ccccc12 | 2 | 8 | 10
Oc1ccc(-n2nnnc2SCc2ccccc2Br)cc1 | 1 | -2 | 7
CCOC(=O)C1CCN(c2ncnc3c2oc2ccccc23)CC1 | -12 | -1 | -2
c1ccc(C2COC(c3cccs3)=N2)cc1 (stereo not drawn) | -1 | -7 | 7
CC(CN1CCCCC1)OC(=O)c1ccc(Cl)cc1 (stereo not drawn) | 0 | 1 | -1
Cc1ccc2c(c1)nnn2C1CCN(S(=O)(=O)c2ccc(C(=O)N(C)C)cc2)CC1 | -12 | -2 | -3
Cc1ccnc(NC(=O)CCC(=O)N(CC(=O)NC(C)(C)C)C2CCCC2)c1 | -9 | -1 | -2
COc1cccc(NC(=O)Cn2cnc3sc(C)c(S(=O)(=O)N4CCCCC4)c3c2=O)c1 | 6 | 1 | -11
COc1ccc(NC(=O)c2cc(C)on2)cc1OC | -7 | 1 | 2
COc1cccc(C2CC(=O)NC3=C2C(=O)CCC3)c1 (stereo not drawn) | 2 | 1 | -5
O=C1CN(c2nnnn2-c2ccccc2)CCN1 | -5 | 1 | -2
CCN(CC)CCN1C(=O)c2ccccc2NC1c1ccc(N(C)C)cc1 (stereo not drawn) | 0 | -2 | -5
COC(=O)NC1(C(F)(F)F)NC(=O)N(C2CCCCC2)C1=O (stereo not drawn) | 10 | -1 | -1
CCc1nnc(SCc2ccc(OC(C)C)cc2)n1N | -2 | -4 | -14
COC(=O)[C@H](Cc1ccccc1)NC(=O)N1CC(C)OC(C)C1 (stereo partly drawn) | 8 | 2 | -2
COc1ccc(CC(=O)n2c(CC#N)nc3ccccc32)cc1OC | 4 | 0 | -1
c1ccc(CCc2nn3c(-c4ccncc4)nnc3s2)cc1 | 26 | -1 | -1
CC1=CC(C)(C)NC(=S)N1c1ccc(C)cc1 | 8 | 6 | -2
CC(Oc1ccccc1)C(=O)Nc1cccc(-c2nc3ccccc3[nH]2)c1 (stereo not drawn) | -27 | 0 | -2
CCc1nc(SCC(=O)Nc2ccccc2C(=O)OC)n[nH]1 | 5 | 5 | 4
O=C(NCC1CCCO1)c1c(O)c2ccccc2[nH]c1=O (stereo not drawn) | 4 | -2 | -3
Cc1ccc2[nH]c(=O)c(CN(CCN3CCOCC3)C(=O)Nc3ccccc3F)cc2c1 | 9 | -4 | -9
CN1CCN(/C=N/c2sc3c(c2C#N)CCCCC3)CC1 | 4 | -2 | -6
COc1cccc(Oc2coc3c(CN4CCOCC4)c(O)ccc3c2=O)c1 | -5 | 3 | 6
CCC(=O)Nc1ccc(C(=O)NNC(=O)c2cccs2)cc1 | 2 | -2 | -4
Cc1cccc(NC(=O)c2onc3c2CCCC3)c1C | 4 | -14 | 4
O=C(CN1C(=O)c2ccccc2C1=O)c1ccccc1 | 4 | 2 | 0
CCCOc1ccc(-c2nc(C#N)c(N3CCN(C)CC3)o2)cc1 | 8 | -7 | -9

Grouped by structure: the entries above containing an aryl thioether with sulfur outside any ring (11)
SMILES | PGC1a acetyl inh | Cneo AK release | miR-122 sensor
COc1ccc(OCCSc2nnc(-c3ccoc3C)n2C)cc1 | -5 | -2 | -3
COc1ccccc1CNC(=O)CSc1nc(N)c(C#N)c(-c2cccs2)c1C#N | 10 | -3 | -3
Cn1nnnc1SCC(=O)Nc1c(Cl)cccc1Cl | -6 | 0 | 3
COc1ccc(S(=O)(=O)N(C)CC(=O)Nc2ccccc2SC)cc1 | -15 | -2 | 3
CC(C)c1nnc(SCC(=O)N2CCOCC2)n1C | 2 | 2 | 1
COc1cc(-c2nnc(SCC(=O)N3c4ccccc4Sc4ccccc43)o2)cc(OC)c1OC | -11 | -6 | 3
CCn1c(SCCOc2ccc(OC)cc2)nnc1C(CO)NC(=O)c1ccc(OC)cc1 (stereo not drawn) | 0 | -1 | 4
CCOC(=O)c1csc(NC(=O)CSc2nnnn2-c2cccc(OC)c2)n1 | -5 | 2 | -3
Oc1ccc(-n2nnnc2SCc2ccccc2Br)cc1 | 1 | -2 | 7
CCc1nnc(SCc2ccc(OC(C)C)cc2)n1N | -2 | -4 | -14
CCc1nc(SCC(=O)Nc2ccccc2C(=O)OC)n[nH]1 | 5 | 5 | 4
